Mito fusion act = qHTS Assay for Small Molecule Inhibitors of Mitochondrial Division or Activators of Mitochondrial Fusion. S. cerevisiae fusion-defective mutant growth rescue, CellTiterGlo 48 h. Potency, µM (titrated, usually from 46.1 µM), inactives show at the top dose growth rescue (activation), usual class: activators. 320,000 tested, 0.23% active;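 further: potency means the concentration at half of the fitted maximal effect; % of control where 0% means no effect; nearly all actives have a fitted effect of over 45% in size; temperature-sensitive fusion mutants such as fzo1-1 at 37 °C on non-fermentable ethanol glycerol medium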
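Luminescent cell viability in 1536-well qHTS format served as the measure of rescued growth in ts fusion-mutant S. cerevisiae cultured on non-fermentable YPEG for 48 hours at 37C.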
TCR act = Activators of T cell receptors: qHTS campaign. Potency, µM (highest dose often 9.22 µM), inactives show top-dose activation of IL-2 secretion, actives largely listed as activators. 330,000 tested, under 10 active. primary human leukocytes, anti-CD3, IL-2 HTRF, 48 h; further: % of control where 0% means no effect
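IL-2 release read by HTRF sandwich (Eu cryptate donor, d2 acceptor, 665 nm emission) after 48 hr exposure of primary human leukocytes to compound together with anti-CD3 beads in the absence of co-stimulatory signals.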
USP2a block = qHTS Assay for Inhibitors of Ubiquitin-specific Protease USP2a Using CHOP2 as the Reporter. AID 463254, 2010. Ubiquitin carboxyl-terminal hydrolase 2 (Homo sapiens), O75604. 330,000 tested, 0.01% active. Potency, µM (highest dose often 38.3 µM), without a hit: at the top dose activity change, negative = inhibition, actives largely listed as inhibitors. USP2 core, Ub-CHOP2 coupled fluorogenic reporter, 485/531;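 further: potency means the concentration at half of the fitted maximal effect; plate controls were DMSO wells for no effect and full inhibition by NEM control for full effect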
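Deubiquitinase activity read as fluorescence (485/531 nm) after Ub-CHOP2 cleavage activates the enterokinase reporter on its substrate; USP2 core 10nM, Ub-CHOP2 and substrate 25nM each, 30min compound preincubation then 60min RT; data normalized to NEM, curves fitted.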
KCNH2 WT inh = qHTS for Inhibitors of KCHN2 3.1: Wildtype qHTS | Voltage-gated inwardly rectifying potassium channel KCNH2 (Homo sapiens), Q12809 | U2OS, BacMam KCNH2, thallium flux FluxOr; stronger effect = lower value | activity change, % at 1.84 µM | 340,000 tested, 0.37% active;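 active means maximum activity change below -70%; inconclusive means maximum activity change between -70% and -50%; inactive means maximum activity change above -50%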; further: on the % scale 0 is the no-effect control and ±100 the full control effect
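U2OS cells transduced with wild-type KCNH2 virus are loaded with FluxOr dye for 45 min, and thallium flux is measured in kinetic reads before and after stimulation buffer. Rate constants are normalized to DMSO controls.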
KCNH2 3.1 block = qHTS for Inhibitors of KCHN2 3.1: Mutant qHTS | Potassium voltage-gated channel subfamily H member 2, brain isoform KCNH2 3.1 (human) | U2OS KCNH2 3.1, thallium flux FluxOr; stronger effect = lower value | activity change, % (tested at about 1.8 µM) | 340,000 tested, 0.95% active | AID 720553, 2013;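 active means maximum activity change below -70%; inconclusive means maximum activity change from -70% to -50%; inactive means maximum activity change above -50%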;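 further: thallium influx rate constant from kinetic fluorescence after stimulation buffer; on the % scale 0 is the no-effect control and ±100 the full control effect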
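Measured as rate of thallium-driven FluxOr signal in transduced U2OS cells carrying the 3.1 channel, read kinetically for 2 min upon stimulation; values are rate constants scaled to DMSO control wells.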
Eya2 inh = qHTS Assay for Inhibitors of the Phosphatase Activity of Eya2 | recombinant Eya2, OMFP fluorescence dephosphorylation (OMFP is methylfluorescein phosphate) | 330,000 tested, 0.006% active | AID 488837, 2010 | Protein phosphatase EYA2 (Homo sapiens), O00167 | Potency, µM (titrated, usually from 76.9 µM), for inactives: at the top dose activity, negative = inhibition, most hits filed as inhibitors; further: potency means the concentration at half of the fitted maximal effect; on the % scale 0 is the no-effect control and ±100 the full control effect
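Eya2 protein (added as 0.2 uM solution) was preincubated with compound for 10 min at ambient temperature in 50 mM HEPES pH 7.5, 50 mM NaCl, 5 uM MgCl2, 0.05% BSA, 1 mM DTT. OMFP (added at 50 uM) then reacted 10 min; fluorescence read at 485/525 nm.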
ELG1 repair inh = qHTS screen for small molecules that inhibit ELG1-dependent DNA repair in human embryonic kidney (HEK293T) cells expressing luciferase-tagged ELG1. HEK293T ELG1-luciferase reporter, luminescence, 16 h; DNA damage induced by 5-fluorouridine. 330,000 tested, 2.3% active. Potency, µM (series often up to 46.1 µM), for inactives: at the highest dose activity change, negative = inhibition, most hits filed as inhibitors; further: potency means the concentration at half of the fitted maximal effect; on the % scale 0 is the no-effect control and ±100 the full control effect; nearly all actives have a fitted effect of over 55% in size
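HEK293T cells expressing luciferase-tagged ELG1 (2,000/well) received 5-Fluorouridine plus compound or DMSO for 16 hr at 37 °C. Luciferase was read by ONE-Glo luminescence after 30 min at room temperature.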
A-T KAP1 phos = qHTS Assay for Identifying a Potential Treatment of Ataxia-Telangiectasia. […] A-T fibroblasts, KAP-1 phosphorylation AlphaLISA; neocarzinostatin DNA damage 30 min before lysis. 320,000 tested, 0.19% active. Potency, µM (top dose mostly 57.5 µM), for the others: at the highest dose activation, actives largely listed as activators; further: potency means the concentration at half of the fitted maximal effect; % of control where 0% means no effect; nearly all actives have a fitted effect of over 45% in size
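ATM-like activity read as KAP-1 phosphorylation via AlphaLISA donor/acceptor antibody pairs after lysis and 6 hr at 25C. Cells were ATM-null patient fibroblasts ([…], hTERT), dosed 60 min, then exposed to the DSB inducer NCS for 30 min.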
TSHR antagonist = Antagonists of the Thyroid Stimulating Hormone Receptor: HTS campaign. 330,000 tested, 0.2% active. activity change, negative = inhibition, % at 11.5 µM. Thyrotropin receptor (Homo sapiens), P16473. TSHR-expressing cells, TSH-stimulated cAMP HTRF, 2 h; stronger effect = lower value;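 active means activity change below a set negative limit, meaning inhibition stronger than a set level, cut at about -70% in these data; inconclusive means activity change between two set negative limits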; further: on the % scale 0 is the no-effect control and ±100 the full control effect
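Competitive HTRF cAMP read-out (cryptate anti-cAMP antibody, cAMP-d2; 30 min, room temperature) in freshly harvested TSHR cells. Compounds added before TSH at EC80 (4nM final), followed by 2 hours' incubation at 37 deg C.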
TRPV1 agonist = HTS Assay for Compounds that Act as Agonists of the Vanilloid Receptor 1 | 320,000 tested, 0.19% active | TRPV1-expressing cells, Fluo-8 calcium influx, agonist mode | activation, % at 8.33 µM | Transient receptor potential cation channel subfamily V member 1 (Homo sapiens), Q8NER1; in the data active means activation above about 80%; inconclusive means between about 30% and that limit; further: 0% is about no effect
Target sequence (Q8NER1 whole entry, looked up): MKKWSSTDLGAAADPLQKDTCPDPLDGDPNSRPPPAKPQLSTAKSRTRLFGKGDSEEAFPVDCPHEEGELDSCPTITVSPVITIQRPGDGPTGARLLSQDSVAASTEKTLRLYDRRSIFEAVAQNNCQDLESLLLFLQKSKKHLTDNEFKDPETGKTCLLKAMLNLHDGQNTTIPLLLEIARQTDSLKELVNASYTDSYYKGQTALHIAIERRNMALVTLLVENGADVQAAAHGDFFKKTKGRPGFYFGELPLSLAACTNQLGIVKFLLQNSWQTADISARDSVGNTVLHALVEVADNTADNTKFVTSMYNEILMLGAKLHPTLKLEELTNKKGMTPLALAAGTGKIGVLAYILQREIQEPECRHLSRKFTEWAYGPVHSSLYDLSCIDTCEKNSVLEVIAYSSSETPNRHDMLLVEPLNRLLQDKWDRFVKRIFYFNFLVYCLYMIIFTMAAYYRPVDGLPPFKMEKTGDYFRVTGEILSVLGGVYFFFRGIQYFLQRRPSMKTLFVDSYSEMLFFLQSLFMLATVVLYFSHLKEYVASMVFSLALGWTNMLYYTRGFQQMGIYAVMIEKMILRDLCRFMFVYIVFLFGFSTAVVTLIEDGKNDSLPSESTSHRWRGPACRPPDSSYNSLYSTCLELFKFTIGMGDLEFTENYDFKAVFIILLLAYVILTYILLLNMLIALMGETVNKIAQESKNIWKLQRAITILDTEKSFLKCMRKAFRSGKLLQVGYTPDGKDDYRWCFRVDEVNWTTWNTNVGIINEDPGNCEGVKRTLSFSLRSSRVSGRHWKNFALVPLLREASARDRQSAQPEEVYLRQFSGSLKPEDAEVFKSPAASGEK
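Fluo-8 calcium influx in TRPV1-expressing cells, kinetic read (ex 480/em 520 nm). Compound added and read 3 min for agonist activity, followed by capsaicin at EC20 final and 2 min further read for enhancement.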
* = called active by the depositor; ? = inconclusive; . = not tested or not shown; [ ] = dose if it differs, or a comment. Unless noted, the call rests on the fitted dose curve; in most records, active means well fitted curve in the direction sought with a large enough effect; inconclusive means small, poorly fitted or top-dose-only effect, or another doubt; inactive means no such curve, though single readings can be large; an effect the other way counts as inactive or inconclusive. Only part of the results is shown (hit frequency here may not be typical).

SMILES	Mito fusion act	TCR act	USP2a block	KCNH2 WT inh	KCNH2 3.1 block	Eya2 inh	ELG1 repair inh	A-T KAP1 phos	TSHR antagonist	TRPV1 agonist
CC12CCC(c3nnc(SCc4ccc(Cl)cc4)nc31)C2(C)C (centres undefined)	22.4%	-7.7%[46.1 µM]	4.0%	-5.5	11.3	1.7%	6.7%	4.4%	-7.6	2.6
Cc1ccc2nc(NC(=O)C3CSC4(C)CCC(=O)N34)sc2c1 (centres undefined)	4.1%	5.2%	1.9%	-7.2	-7.6	8.9%	?	10.2%	-10.1	7.4
NC(=O)C1(N2CCCCC2)CCN(C(=S)Nc2ccc(F)c(Cl)c2)CC1	5.0%	1.1%	-4.1%	23.1	6.5	-2.6%	-15.3%	2.3%	-11.9	16.5
COC(=O)C1C(=O)NCC1c1ccc(OC)cc1 (centres undefined)	11.2%	-0.4%	-0.4%	0.5	-13.0	7.9%	1.5%	3.9%	15.3	-0.4
CN1C(=O)C(O)(C2COC(C)(C)CC2=O)c2ccccc21 (centres undefined)	-0.8%	2.8%	4.1%	7.6	5.1	0.6%[15.4 µM]	1.4%	3.5%	-2.6	3.2
Cc1ccc(Oc2c(C=O)c3ccccc3n2C)cc1	6.8%	-9.3%	1.4%	0.3	-8.4	-4.9%	?	-0.4%	6.1	9.9
COC(=O)C(CCSC)NC(=O)C12CC3CC(CC(C3)C1)C2 (centres undefined)	-0.8%	4.6%	2.2%	-35.7	-2.9	10.2%	10.8%	-0.1%	5.4	1.8
COCCCn1c(=O)c2ccccc2n2c(=S)[nH]nc12	7.6%	1.0%	-2.5%	-4.0	9.0	-4.5%	-4.1%	-1.2%	-8.2	1.1
S=C(NCCc1ccccc1)Nc1ccc(Br)cn1	-11.2%	-1.3%	3.3%	-11.9	-13.8	-3.3%	-4.0%	-3.6%	-2.4	11.9
Cc1ccc(NC(=O)NC2=N/C(=C(/C#N)C(=O)N3CCCC3)c3ccccc32)cc1	7.7%	-3.8%	-1.0%	-10.7	13.5	4.8%	?	13.4%	-3.3	2.8
CCCC1=NCCn2cccc21	-1.0%	6.1%	-0.8%	-3.3	7.0	21.4%	-0.2%	0.7%	5.2	-4.2
Cc1nn(-c2ccccc2)c(C)c1NC(=O)COC(=O)c1ccc(Cl)c(N)c1	1.6%	-0.4%	-1.8%	3.9	4.8	-24.7%	?	5.0%	-10.2	1.0
CC(=O)N1CCC(N(CCCOC(C)C)C(=O)Nc2ccc(C)c(C)c2)CC1	-2.5%	3.9%	-0.9%	20.9	3.8	6.3%	14.4%	1.0%	1.2	5.4
CCN=C1Cn2c(nc3scc(-c4ccccc4)c3c2=O)CN1CC	-2.8%	0.6%	2.1%	-21.2	-9.2	-1.4%	1.6%	0.2%	-5.3	-3.0
CC(c1ccccc1C(O)(c1ccccc1)c1ccccc1)N(C)C (centres undefined)	3.4%	3.7%[46.1 µM]	-0.8%	30.6	-4.7	-7.9%	8.4%	-5.3%	2.4	20.6
Nc1c2c(nc3sc4c(c13)CCCC4)-c1ccccc1CC2	-5.9%	2.8%	5.2%	1.6	2.4	4.9%	?	-1.3%	-21.5	1.7
Cc1cc(C)c2[nH]c(O)c(N=NC(=O)c3cc4c(s3)CCCC4)c2c1	4.2%	2.2%[46.1 µM]	-1.0%	.	.	2.5%	12.1%	-3.9%	29.5	-5.6
COc1ccc(C(CNC(=O)c2ccc(C)c(S(=O)(=O)N3CCCCC3)c2)N(C)C)cc1OC (centres undefined)	-7.8%	-1.1%	0.8%	6.0	21.3	0.5%	-13.2%	1.6%	-5.6	0.9
CCCCC1OC23CCCCC2C(C#N)(C(=N)O3)C1(C#N)C#N (centres undefined)	0.8%	-1.4%	8.6%	-19.2	-7.9	-4.6%	-7.5%	-1.1%	-3.3	1.0
CCOc1ccccc1N1CCN(C(=O)c2ccc3nc(N)sc3c2)CC1	.	1.2%	2.4%	-15.2	-19.1	2.3%	-14.7%	1.8%	.	.
N#C/C(=C\c1ccc(Cl)cc1)c1nc2ccccc2o1	13.2%	3.0%[46.1 µM]	3.0%	13.3	-20.4	6.1%	?	-1.1%	-1.8	0.9
CCC(=O)Nc1ccc2c(c1)ncn2-c1ccc(OC)cc1	-0.8%	-0.9%[46.1 µM]	1.2%	1.4	4.9	7.1%	?	2.0%	-14.7	-0.7
Cc1nn(CC(O)COc2ccc3c(c2)CCC3)c(C)c1Br (centres undefined)	-2.6%	7.5%	4.1%	-1.5	6.0	-16.6%	13.2%	8.2%	0.9	2.8
Cc1nc2c3ccccc3nc(NNC(=O)CCC(=O)NC3CCCC3)n2n1	-4.2%	0.2%	-2.9%	12.3	0.1	-12.2%	10.5%	2.4%	3.6	-1.7
O=c1c2ccccc2nnn1CSc1nnc2ccccn12	-1.0%	-37.0%	-0.8%	5.1	12.7	17.4%	?	1.5%	-4.2	-0.2
CCOC(=O)CCCCC(=O)c1[nH]c(=O)[nH]c1C[n+]1ccccc1	-1.3%	.	7.0%	.	.	7.1%	17.0%	-3.4%	6.0	-3.0
CCOC(=O)N1CCC(=NNC(=O)COc2ccc(OC)cc2)CC1	-0.6%	0.2%[46.1 µM]	-3.2%	6.9	2.3	-1.0%	23.4%	-1.6%	7.7	1.0
COc1ccc(NC(=O)N(C)C[C@@H]2Oc3ccc(NC(=O)NC(C)C)cc3CC(=O)N([C@H](C)CO)C[C@@H]2C)cc1	.	-3.7%	4.8%	-22.1	8.9	8.7%	?	-1.6%	-4.3	.
CCOC(=O)N1c2ccccc2Sc2ccccc21	6.8%	3.7%	2.4%	-15.3	-2.3	3.3%	0.4%	1.1%[11.5 µM]	-20.7	2.1
CCOc1cc(CNC2CCCC2)ccc1OCc1ccccc1Cl	-4.9%	-1.0%	-0.1%	2.9	-4.6	-21.7%	0.0%	-2.0%	-2.5	2.3
CC(=O)Nc1nc(CCC(C)C)cc2c1c(=O)oc1ccccc12	27.1%	4.0%	9.6%	1.1	-6.0	-0.9%	3.3%	16.5%	20.1	-6.2
CCC(=O)Nc1nonc1-c1nc2ccccc2n1Cc1cccc2ccccc12	27.2%	4.2%[46.1 µM]	0.3%	-15.5	-84.6*	0.2%	1.5%	12.4%	29.3	-4.8
COc1cc(NC(=O)Cn2cnc3c(nc4n3CCCCC4)c2=O)cc(OC)c1OC	1.0%	-9.1%	-6.3%	5.8	-2.8	-14.9%	5.8%	1.3%	5.1	-0.9
CC1(C)CC(=O)C(C=NCCc2ccc(O)cc2)=C(O)C1	-1.4%	-0.3%	-1.3%	-8.7	11.3	-6.6%	?	-10.7%	5.3	-0.1
CCOC(=O)NC(NC(=S)Nc1ccc(OCC)cc1)C(Cl)(Cl)Cl (centres undefined)	-2.5%	-56.3%[inhibitor][46.1 µM]	-2.8%	-1.3	11.6	-3.2%	15.6%	-0.8%	1.6	0.6
COc1ccccc1OCC(=O)Nc1ccc(N2CCCCC2)cc1	5.1%	1.4%	1.5%	3.3	-3.9	2.7%	3.8%	-9.9%	-1.3	3.9
CC1CCCC(NC(=O)Cn2cc([N+](=O)[O-])ccc2=O)C1C (centres undefined)	0.8%	-1.8%	1.5%	-1.4	-6.5	0.2%	15.2%	-1.0%	17.0	2.1
Cc1cccc(N2CCN(c3nc4nonc4nc3N3CCSCC3)CC2)n1	4.6%	1.4%	-0.8%	-5.1	-7.5	2.7%	-17.8%	-1.5%	1.1	14.2
CC(C)C[C@H](NC(=O)c1nc[nH]c1C(=O)NCC(=O)OC(C)(C)C)C(=O)OC(C)(C)C	-24.9%	-1.4%	0.0%	1.3	34.3	?	?	6.5%	2.4	?
CN(Cc1ccc(Cl)cc1)C(=O)COC(=O)CSc1ccc([N+](=O)[O-])cc1	-0.6%	-3.7%	-0.5%	-2.9	-9.6	-8.8%	7.3%	1.5%	9.7	11.3

Screening results deposited in PubChem by National Center for Advancing Translational Sciences (NCATS).
